DDE Tn6 FP inh – inhibitors of Tn6 peptide binding to human fibrin DD(E); P02675; Fibrin DD(E) TRITC-Tn6 fluorescence polarization displacement; inhibition, % at 8.3 µM; hit rate 0.21% among 370,000;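 active = inhibition above a per-campaign cutoff: mean of compounds within control limits plus 3 SD, cut at about 15% in these data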;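 note: 0% = median of all compound wells on the plate and 100% = blocking peptide control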
Tn7 DDE FP – inhibitors of Tn7 peptide binding to human fibrin DD(E); P02675; FP displacement of FITC-Tn7 peptide from fibrin DD(E); 0% = median of compound wells per plate; inhibition, % at 8.3 µM; hit rate 0.13% among 370,000; AID 720508;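 active = inhibition above the mean of compounds falling within the control limits plus 3 SD of them, cut at about 14% in these data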;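 note: 0% = plate median of compound wells and 100% = 10 µM Aha-Tn7 peptide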
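assay system = human clot-derived fibrin DD(E) complex | quantity = Fibrin-DD(E) at 2 µM final | timing = 10 min preincubation, 3 h with tracer, room temperature | signal = fluorescence polarization | measure = percent inhibition | benchmarks = high control wells with 10 µM unlabelled Aha-Tn7 peptide (full inhibition) | replicates = singlicate testing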
TDP2 inh – TDP2 (human) inhibition, absorbance primary screen. O95551. recombinant TDP2, T5PNP hydrolysis, p-nitrophenol absorbance 415 nm. inhibition, % at 12.8 µM. hit rate 0.34% among 370,000. AID 720702;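 active = inhibition above the mean of all tested compounds plus 3 SD, set per campaign, cut at about 25% in these data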;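 note: 0% = DMSO with enzyme and 100% = buffer with substrate but no TDP2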
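Evaluation: % inhibition relative to enzyme-containing and enzyme-free wells. Material: recombinant human TDP2. Benchmarks: enzyme-free and DMSO wells. Timing: enzyme reaction with compound for 2 h at 37 °C. Compound dosing: 12.8 µM only. Measured by: p-Nitrophenol epi absorbance. Reagent: T5PNP substrate at 5 mM, a TopII-DNA adduct mimic. Replication: single well per compound.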
proKLK7 act – activates the human kallikrein-7 zymogen | P49862 | purified proKLK7, EDANS-DABCYL substrate fluorescence; 100% is mature enzyme control, 0% vehicle | activation, % at 7 µM | hit rate 0.9% among 370,000 | AID 652039;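 active = activation above the mean of all tested compounds plus 3 SD, computed per campaign excluding outliers beyond control limits, cut at about 13% in these data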
Target sequence (P49862 whole entry, looked up): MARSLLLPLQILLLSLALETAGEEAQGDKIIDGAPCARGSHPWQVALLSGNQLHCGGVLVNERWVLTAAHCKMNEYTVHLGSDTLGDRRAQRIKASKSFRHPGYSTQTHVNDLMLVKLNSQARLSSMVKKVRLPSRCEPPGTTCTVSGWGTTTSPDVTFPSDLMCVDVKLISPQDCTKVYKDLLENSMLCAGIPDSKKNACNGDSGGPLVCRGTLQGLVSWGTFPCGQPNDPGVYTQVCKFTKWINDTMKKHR
UHRF1 MBD2 ctr – UHRF1 methyl-DNA binding inhibition. hit rate 0.75% among 370,000. inhibition, % at 4.4 µM. Q96T88. UHRF1 binding to methylated oligo, TR-FRET; in the data active = inhibition above about 21%;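 note: UHRF1 SRA domain binding a hemimethylated CpG hairpin DNA probe; 0% = median of test compound wells and 100% = reference inhibitor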
Target sequence (Q96T88 whole entry, looked up, the tested form may be a part): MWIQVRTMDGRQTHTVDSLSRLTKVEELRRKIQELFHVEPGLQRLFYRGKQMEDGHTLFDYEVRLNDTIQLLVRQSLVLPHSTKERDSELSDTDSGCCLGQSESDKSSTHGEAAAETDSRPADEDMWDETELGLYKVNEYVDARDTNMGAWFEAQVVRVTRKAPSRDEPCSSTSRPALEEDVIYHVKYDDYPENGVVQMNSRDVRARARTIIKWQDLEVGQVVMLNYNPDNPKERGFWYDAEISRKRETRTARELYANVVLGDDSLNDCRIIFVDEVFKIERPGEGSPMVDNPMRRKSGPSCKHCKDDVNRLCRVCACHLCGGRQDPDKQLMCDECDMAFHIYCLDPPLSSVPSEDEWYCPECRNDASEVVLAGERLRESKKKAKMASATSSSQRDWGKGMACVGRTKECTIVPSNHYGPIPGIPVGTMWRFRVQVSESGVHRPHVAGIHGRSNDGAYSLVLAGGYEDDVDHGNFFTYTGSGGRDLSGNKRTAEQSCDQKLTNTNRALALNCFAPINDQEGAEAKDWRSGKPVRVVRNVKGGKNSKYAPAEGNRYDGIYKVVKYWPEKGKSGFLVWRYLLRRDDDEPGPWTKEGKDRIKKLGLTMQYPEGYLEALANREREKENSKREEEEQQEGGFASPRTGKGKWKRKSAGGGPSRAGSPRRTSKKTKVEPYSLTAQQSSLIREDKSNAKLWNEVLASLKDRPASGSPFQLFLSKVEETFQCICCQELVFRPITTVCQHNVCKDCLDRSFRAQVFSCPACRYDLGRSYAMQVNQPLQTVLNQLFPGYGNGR
SIAE primary – human SIAE inhibition, primary screen; Q9HAT2; AID 1053197; hit rate 0.69% among 370,000; SIAE FP-Rh probe binding, fluorescence polarization; inhibition, % at 9.66 µM;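 active = inhibition above a cutoff: mean of compounds within the control limits plus 3 SD of those, cut at about 17% in these data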;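 note: 0% = plate median of compound wells and 100% = probe without SIAE protein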
TCR CD3 inh – blocks the human TCR-CD3 interaction. AID 651800. inhibition, % at 9.4 µM. hit rate 0.37% among 360,000. TAMRA-labeled TCR probe fluorescence, biochemical; in the data active = inhibition above about 19%;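 note: recombinant mutant TCR 2C K166C tagged with TAMRA read by polarization; 0% = receptor in buffer alone and 100% = receptor with positive control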
LEDGF integ inh – blocks HIV-1 LEDGF/p75-dependent DNA integration | TR-FRET IN-LEDGF/p75 DNA integration, Eu/Cy5 | inhibition, % at 3.7 µM | hit rate 0.64% among 370,000;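 active = inhibition above the screen-wide mean plus 3 SD, cut at about 13% in these data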;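 note: signal is the Cy5 over europium emission ratio at 671 and 618 nm; 0% = plate median of compound wells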
MBD2 inh – inhibitors of human MBD2 binding to methylated oligonucleotide; Q9UBB5; TR-FRET; inhibition, % at 4.4 µM; hit rate 0.31% among 370,000; in the data active = inhibition above about 13%
PRMT1 inh – blocks human protein arginine methyltransferase 1; Q99873; recombinant PRMT1, activity-based probe fluorescence polarization; inhibition, % at 2.79 µM; hit rate 1.3% among 370,000; AID 652257;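 active = inhibition above about 21% made by adding two undisclosed values, limit read from the data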
* = called active by the depositor; nt = not tested or not shown.

SMILES	DDE Tn6 FP inh	Tn7 DDE FP	TDP2 inh	proKLK7 act	UHRF1 MBD2 ctr	SIAE primary	TCR CD3 inh	LEDGF integ inh	MBD2 inh	PRMT1 inh
CC(C)CCN1CC(C(=O)N2CCN(c3ccc(F)cc3)CC2)CC1=O (centres undefined)	-4	-1	-1	-0.3	0	2	1	-4	-3	-2
CCOC(=O)C1(Cc2ccccc2C(F)(F)F)CCN(C2CCN(C(C)=O)CC2)CC1	-3	6	4	-0.1	5	-2	-8	0	3	1
COc1cc(-c2nc3ccc4ccccc4c3c3c2CCC3)ccc1O	-7	7	0	-0.3	1	1	-4	2	-3	0
COc1cc(NC(=O)c2ccc(CNc3c(N4CCCC4)c(=O)c3=O)cc2)cc(OC)c1OC	18*	1	-8	-0.2	17	-2	-1	0	11	-3
CCC(NC(=O)c1ccccc1NC(=O)c1ccc(C)cc1)C(=O)O (centres undefined)	-3	1	-7	-0.1	-1	-2	6	-2	-4	-3
CC[C@]1(C(=O)OC)[C@H]2C(=O)N(Cc3ccccc3)C(=O)[C@H]2[C@H]2CN=C(SCC3CC3)N21	0	2	-2	0.3	-1	0	0	-1	10	6
C[C@@H](C(=O)Nc1ccc2ccccc2c1)[C@H]1C[C@]1(C)[C@H](NC(=O)OCc1ccccc1)c1ccccc1	1	1	0	-0.5	-3	-30	-7	-2	1	-1
CCOC(=O)C(C)N(c1ccccc1Cl)S(C)(=O)=O (centres undefined)	7	2	4	-0.1	-1	-1	3	2	3	-1
CCN(CC)C(=O)c1nn(Cc2ccccc2)c(=O)c2ccccc12	-4	5	12	-0.2	0	11	-2	-2	-5	2
COc1cccc2c1OCC(CN1CCN(C3CCCCC3)C(CCO)C1)=C2 (centres undefined)	9	2	10	-0.3	-4	4	2	2	0	-4
Clc1ccc(-c2csc(N3CCSCC3)n2)cc1	-1	-8	5	0.2	2	7	3	0	-1	-1
COc1ccc(/C=N\NC(=O)Cc2cccn2C)cc1OCc1ccccc1	-5	-10	-5	0.5	-4	2	nt	3	-3	-4
O=C(/C=C/c1ccco1)NCC(=O)N/N=C/c1ccccc1[N+](=O)[O-]	5	-1	-3	-0.3	-2	4	5	-2	-3	-2
O=C(CCc1nc(-c2ccc(F)cc2)no1)NCc1ccccc1CN1CCOCC1	8	1	3	0.5	-1	-2	-6	-2	-3	2
O=C(CSc1nnc(CNc2ccccc2)o1)c1ccc2c(c1)OCCO2	5	7	-4	-0.1	-4	-2	-5	3	-1	0
O=C1CSC(c2cccs2)N1c1ccccc1 (centres undefined)	2	0	6	0.0	1	4	-2	1	2	-1
COc1cc(OC)c(NC(=O)CC(=O)Nc2cc(Cl)c(OC)cc2OC)cc1Cl	3	2	0	-1.0	-4	11	4	3	-6	-2
COc1cccc(-n2cc3c(c2-c2ccccc2)c(=O)n(C)c(=O)n3C)c1	3	-6	1	0.9	3	4	11	2	-3	1
O=C1C2C3C=CC(C3)C2C(=O)N1c1n[nH]c(-c2cccnc2)n1 (centres undefined)	3	8	3	-0.7	5	1	-12	2	6	-2
CCCCNC(=O)C1(C(=O)c2ccc(OC)cc2)CC(C(=O)OCC)=NO1 (centres undefined)	3	-13	-2	0.4	0	3	nt	1	3	-1
Cc1noc(C)c1S(=O)(=O)N(C)C[C@H]1Oc2ccc(NC(=O)C3CCCCC3)cc2C(=O)N([C@H](C)CO)C[C@@H]1C	2	3	2	1.0	0	-3	-4	-2	-1	3
O=C(CCN1CCCCO1)N1CCCC(Nc2ccc(F)cc2)C1 (centres undefined)	-1	-7	5	0.0	-3	0	12	-1	-2	1
O=C(Nc1ccccc1F)c1cc(S(=O)(=O)N2CCCCC2)cs1	4	2	12	-0.4	1	-11	-3	0	-5	1
Cc1ccccc1N1CC(C(=O)NC2CCCC2)CC1=O (centres undefined)	-5	-11	-13	-1.2	1	-15	2	0	3	-4
CCOC(=O)CNC(=O)C1(/C=C/c2ccccc2)CC(=O)N1c1ccc(C)cc1 (centres undefined)	-2	1	11	0.5	-2	2	5	0	2	0
SMILES	DDE Tn6 FP inh	Tn7 DDE FP	TDP2 inh	proKLK7 act	UHRF1 MBD2 ctr	SIAE primary	TCR CD3 inh	LEDGF integ inh	MBD2 inh	PRMT1 inh
Cc1cc(Nc2ccc(C(=O)O)cc2)n2nc(C)nc2n1	0	-2	-4	-0.7	1	-7	-3	-2	3	3
Nc1nonc1-c1nc2ccccc2n1CC(=O)N/N=C/c1ccc(-c2ccccc2C(=O)O)o1	-1	8	9	0.5	3	-6	11	-1	-3	4
CCOC(=O)C1CCCN(C(=O)Nc2c(-c3ccccc3)noc2C)C1 (centres undefined)	-7	-4	10	-0.3	32*	3	5	-1	4	-4
CCOc1cccc(N(C(=O)C2COc3ccccc3O2)C(C(=O)NC2CCCCC2)c2ccc(O)cc2)c1 (centres undefined)	1	-7	-18	-0.2	-4	-9	3	3	-7	-6
CC1(C(=O)N/N=C/c2ccccc2)CC1(Cl)Cl (centres undefined)	-9	0	8	0.2	0	-6	-8	-2	1	5
Cc1nn(C)c(C)c1CN(Cc1nc(-c2cc(F)ccc2F)oc1C)C1CC1	4	4	6	0.3	-1	0	2	3	-2	-4
CCC(C)(C)NC(=O)c1ccc2c(c1)N(CC(=O)OC)C(=O)C(C)(C)O2	-9	0	-6	0.2	5	12	3	3	2	2
COc1cc(/C=C/C(=O)O)cc(S(=O)(=O)N2CCN(S(=O)(=O)c3ccc(Cl)cc3)CC2)c1OC	3	-7	21	0.9	0	-8	-5	-4	2	4
O=C(Nc1nccs1)c1ccc([N+](=O)[O-])cc1Cl	-2	2	-8	0.0	-1	-2	6	2	2	-2
O=C1c2ccccc2C(=O)N1CCN1CCc2ccccc21	1	1	-10	-0.4	-4	1	7	-2	2	3
CCCCCCN1C[C@H](n2cc(COC(=O)c3ccccc3)nn2)[C@@H](O)C[C@@H]1c1ccccc1	-11	-3	1	0.3	1	-3	-2	0	6	-1
COc1ccc(NC(=O)Nc2nnc(Cc3ccccc3)s2)cc1	-4	5	-17	0.1	1	-4	0	-2	2	3
O=C(NCCCN1CCN(c2ccc(F)cc2)CC1)NC12CC3CC(CC(C3)C1)C2	0	1	-8	0.1	-2	-2	1	2	2	-3
CC(C)(C)C1CCC(=NNc2ncc(C(F)(F)F)cc2Cl)CC1 (centres undefined)	10	-7	2	0.0	-3	1	4	-2	-2	-3
COc1cccc(COC(=O)c2cc(=O)[nH]c3ccc(S(=O)(=O)N4CCOCC4)cc23)c1OC	-3	-1	4	-12	-1	1	-3	-1	-5	-3
Cc1cccc(NC(=O)NCC2CCN(c3ccc(S(=O)(=O)N4CCOCC4)cc3)CC2)c1	1	3	16	0.3	-3	-7	0	-2	3	-1
COc1ccccc1-c1cc(C(F)(F)F)nc(NCc2cccs2)n1	3	-1	1	-2.4	1	-5	-7	1	1	0
C=CCn1cnc2c(nnn2-c2ccc(C)c(Cl)c2)c1=O	0	7	-11	0.4	-3	-1	6	1	-3	1
COc1ccc(-c2[nH]nc3c2C(c2ccoc2)C(C#N)=C(N)O3)cc1 (centres undefined)	2	6	3	-0.4	-8	-7	3	2	-5	0
O=c1c2cc(F)ccc2[nH]c(=S)n1Cc1ccc(F)cc1	-3	-1	8	-0.1	0	-1	3	3	2	0
COc1ccc(C(=O)Nc2cc(C(=O)O)cc(C(=O)O)c2)cc1Cl	-8	6	-4	0.0	3	-6	-1	-2	-1	6
C[C@H]1CN([C@@H](C)CO)C(=O)CCCn2cc(nn2)CO[C@@H]1CN(C)C(=O)Nc1ccc2c(c1)OCO2	-4	10	5	1.1	-2	13	4	1	1	-1
COC(=O)CCn1nnc(-c2ccc(C)cc2)n1	8	5	1	-0.9	-2	-1	7	-3	-1	0
COc1ccc(/C=N\Nc2ccc([N+](=O)[O-])cc2[N+](=O)[O-])c(C(=O)O)c1OC	0	-5	8	0.2	1	3	4	3	-10	1
O=C1NCCCN1Cc1ccc(Cl)cc1	-8	1	0	-0.3	3	2	2	-1	5	1
CN(C)c1ccc(C(=O)NCCCSc2ccccc2)cc1	7	4	14	-0.3	0	7	-7	-2	0	1
CC1CCc2c(sc3nc4n(c(=O)c23)CCS4)C1 (centres undefined)	7	8	1	0.0	-2	-2	2	-1	2	-2
COc1cc(/C=C/C(=O)OCC(=O)NC2CCS(=O)(=O)C2)ccc1O (centres undefined)	2	7	1	1.3	-5	12	6	1	-11	-4

Quoted from the listing.
TDP2 inh with CCC(C)(C)NC(=O)c1ccc2c(c1)N(CC(=O)OC)C(=O)C(C)(C)O2 : -6
UHRF1 MBD2 ctr with O=C1c2ccccc2C(=O)N1CCN1CCc2ccccc21 : -4
TCR CD3 inh with COc1ccc(NC(=O)Nc2nnc(Cc3ccccc3)s2)cc1 : 0
TCR CD3 inh with COc1ccc(/C=N\Nc2ccc([N+](=O)[O-])cc2[N+](=O)[O-])c(C(=O)O)c1OC : 4

A second format for four compounds above:
compound | DDE Tn6 FP inh | Tn7 DDE FP | TDP2 inh | proKLK7 act | UHRF1 MBD2 ctr | SIAE primary | TCR CD3 inh | LEDGF integ inh | MBD2 inh | PRMT1 inh
COc1cc(/C=C/C(=O)O)cc(S(=O)(=O)N2CCN(S(=O)(=O)c3ccc(Cl)cc3)CC2)c1OC | 3 | -7 | 21 | 0.9 | 0 | -8 | -5 | -4 | 2 | 4
O=C(Nc1nccs1)c1ccc([N+](=O)[O-])cc1Cl | -2 | 2 | -8 | 0.0 | -1 | -2 | 6 | 2 | 2 | -2
O=C1c2ccccc2C(=O)N1CCN1CCc2ccccc21 | 1 | 1 | -10 | -0.4 | -4 | 1 | 7 | -2 | 2 | 3
CCCCCCN1C[C@H](n2cc(COC(=O)c3ccccc3)nn2)[C@@H](O)C[C@@H]1c1ccccc1 | -11 | -3 | 1 | 0.3 | 1 | -3 | -2 | 0 | 6 | -1

Already shown: entries from further up.
SMILES	DDE Tn6 FP inh	Tn7 DDE FP	TDP2 inh	proKLK7 act	UHRF1 MBD2 ctr	SIAE primary	TCR CD3 inh	LEDGF integ inh	MBD2 inh	PRMT1 inh
CC1CCc2c(sc3nc4n(c(=O)c23)CCS4)C1 (centres undefined)	7	8	1	0.0	-2	-2	2	-1	2	-2
COc1cc(/C=C/C(=O)OCC(=O)NC2CCS(=O)(=O)C2)ccc1O (centres undefined)	2	7	1	1.3	-5	12	6	1	-11	-4

Screening results: PubChem BioAssay, The Scripps Research Institute Molecular Screening Center
